# PME-1 inh – blocks human protein phosphatase methylesterase 1; AID 2130; inhibition, % at 5.9 µM; Q9Y570; recombinant PME-1, FP-Rh probe fluorescence polarization; 0.53% of 320,000 active;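 active means inhibition above the campaign mean of all compounds plus 3 SD, cut at about 26% in these data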;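 further: competitive labeling of PME-1 active site by serine hydrolase directed probe; 0% = PME-1 with DMSO and 100% = wells lacking PME-1 enzyme; inhibitors block probe labeling so polarization falls and inhibition rises; many of its hits are not listed in these tables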
# GSTO1 counter – GSTO1 inhibition, counter-screen for RBBP9 inhibitors; AID 1974; P78417; recombinant GSTO1, activity-based probe fluorescence polarization; inhibition, % at 5.96 µM; 1.1% of 300,000 active;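 active means inhibition above the campaign mean inhibition plus 3 SD, cut at about 35% in these data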;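 further: 0% = GSTO1-1 with DMSO and 100% = wells lacking GSTO1-1 enzyme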
# GLD-1 RNA inh – GLD-1-TGE RNA interaction inhibition (C. elegans). purified GLD-1 + fluorescein TGE RNA, fluorescence polarization. 0.44% of 320,000 active. Q17339. inhibition, % at 5.96 µM;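 active means percent inhibition above a per-plate cutoff, the plate mean of test compounds plus 3 SD, cut at about 30% in these data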;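 further: 0% = DMSO wells with GLD-1 and probe and 100% = wells lacking GLD-1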
# TPT1 inh – blocks Candida albicans tRNA 2'-phosphotransferase; recombinant caTPT1, FP RNA substrate dephosphorylation; inhibition, % at 5 µM; 0.81% of 300,000 active; AID 1962;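 active means inhibition above the mean of all tested compounds plus 3 SD, set per screening campaign, cut at about 24% in these data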;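 further: plate controls were DMSO alone for no effect and ferristatin control at 100 nM for full effect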
# Fam108B inh – counter-screen for RBBP9 inhibitors: inhibitors of mouse Fam108B; recombinant Fam108B, FP-Rh probe fluorescence polarization; inhibition, % at 9.51 µM; 0.33% of 300,000 active;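 active means inhibition above the screen mean inhibition plus 3 SD, computed separately per campaign, cut at about 18% in these data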;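 further: inhibitors lower polarization as less probe binds the enzyme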
# MCL1 BIM primary – disrupts human MCL1 binding to BIM-BH3 peptide; Q07820; GST-MCL1 / FITC-Bim-BH3 fluorescence polarization; 0.68% of 320,000 active; inhibition, % at 10.9 µM;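 active means inhibition above the mean inhibition of all tested compounds plus 3 SD, set per campaign, cut at about 40% in these data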;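 further: 0% = DMSO wells and 100% = unlabeled Bim-BH3 peptide control; higher means more loss of mP so more displacement of Bim peptide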
# Target sequence (Q07820 whole entry, looked up): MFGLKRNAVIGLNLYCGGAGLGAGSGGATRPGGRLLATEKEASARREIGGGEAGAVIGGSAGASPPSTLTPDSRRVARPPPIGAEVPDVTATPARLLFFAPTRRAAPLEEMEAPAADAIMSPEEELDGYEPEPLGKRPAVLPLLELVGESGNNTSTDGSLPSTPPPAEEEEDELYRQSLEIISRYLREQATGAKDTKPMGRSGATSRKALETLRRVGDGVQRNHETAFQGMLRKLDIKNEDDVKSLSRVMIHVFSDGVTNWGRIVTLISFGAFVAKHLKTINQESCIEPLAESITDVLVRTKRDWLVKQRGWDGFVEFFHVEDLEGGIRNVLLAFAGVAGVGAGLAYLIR
# MEX-5 binding – C. elegans MEX-5 TCR-2 RNA binding activity. MEX-5/FITC-TCR2 RNA binding, fluorescence polarization; hits give low values. 0.38% of 300,000 active. Q9XUB2. activity score (negative = inhibition of binding), % at 10 µM;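 active means inhibition past about -25% in most replicates, and total fluorescence under double the plate's negative control median, limit read from the data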;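 further: 0% = DMSO and -100% = 5 µM competing unlabeled TCR2 RNA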
# Target sequence (Q9XUB2 whole entry, looked up): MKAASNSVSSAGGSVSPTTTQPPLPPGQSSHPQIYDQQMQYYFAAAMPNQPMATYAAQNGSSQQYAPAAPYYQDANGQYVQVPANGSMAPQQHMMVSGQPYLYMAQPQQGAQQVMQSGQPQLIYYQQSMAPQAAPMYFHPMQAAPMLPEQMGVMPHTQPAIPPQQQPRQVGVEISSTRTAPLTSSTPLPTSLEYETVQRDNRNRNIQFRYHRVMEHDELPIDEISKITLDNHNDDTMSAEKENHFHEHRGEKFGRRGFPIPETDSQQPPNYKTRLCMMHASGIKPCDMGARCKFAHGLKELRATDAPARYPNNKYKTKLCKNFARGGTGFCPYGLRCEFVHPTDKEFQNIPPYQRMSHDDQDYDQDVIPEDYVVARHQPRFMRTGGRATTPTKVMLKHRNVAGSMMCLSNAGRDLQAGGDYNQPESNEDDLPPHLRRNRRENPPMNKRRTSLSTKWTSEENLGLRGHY
# PAD4 inh – PAD4 (human) enzyme inhibition. AID 485272. Q9UM07. 0.41% of 330,000 active. recombinant PAD4, RCA probe fluorescence polarization. inhibition, % at 6.36 µM;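 active means percent inhibition above a cutoff equal to the mean of all tested compounds plus 3 SD, cut at about 15% in these data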;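 further: 0% = PAD4 with RCA probe and DMSO and 100% = probe without PAD4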
# BCLXL inh – inhibitors of human Bcl-xL. GST-Bcl-xL / FITC-Bim BH3 peptide fluorescence polarization. inhibition, % at 10.9 µM. 0.7% of 320,000 active;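 active means inhibition above the mean of all tested compounds plus 3 SD, cutoff set per campaign, cut at about 30% in these data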;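 further: 0% = DMSO wells and 100% = unlabeled Bim-BH3 peptide competitor; inhibitors lower millipolarization by displacing the labeled peptide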
# Target sequence (Q07817 whole entry, looked up): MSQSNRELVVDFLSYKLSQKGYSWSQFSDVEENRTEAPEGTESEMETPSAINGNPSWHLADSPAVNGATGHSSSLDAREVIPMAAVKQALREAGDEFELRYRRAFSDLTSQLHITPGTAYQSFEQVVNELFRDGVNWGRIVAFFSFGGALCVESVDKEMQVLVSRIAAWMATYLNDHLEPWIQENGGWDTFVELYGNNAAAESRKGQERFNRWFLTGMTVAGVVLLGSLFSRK
# Starred values were filed as active, the others as inactive; x = not tested or not shown.
structure	GLD-1 RNA inh	BCLXL inh	Fam108B inh	MCL1 BIM primary	TPT1 inh	PAD4 inh	MEX-5 binding	GSTO1 counter	PME-1 inh
O=C1CC(C(=O)N(c2ccccc2)C(C(=O)NC2CCCC2)c2ccncc2)CS1 (configuration not stated)	-3	6	-4	2	1	0	-0.2	5	-7
O=C(NCCCCNC(=O)C1CCCC1)C1CCCC1	0	5	-4	6	1	-1	-0.1	2	1
FC(F)(F)c1nc2ccccc2nc1N/N=C/c1ccc(Cl)cc1	1	7	5	14	-5	-8	-2.6	-15	2
CCc1ccc(N(CC(=O)NCc2cccnc2)S(=O)(=O)c2ccccc2)cc1	-4	2	-8	3	-4	-3	0.2	2	-2
O=C1C(C=NCc2ccccn2)=C(O)c2ccccc21	0	5	1	7	-1	-1	-3.6	-4	2
COc1cc(C)c(C(N)=O)c(OC)n1	2	0	-4	2	1	-1	-3.1	3	2
COC(=O)c1ccccc1NC(=O)Nc1ccc2c(c1)OCO2	-1	4	1	1	-5	2	-0.9	2	2
Cc1nccc2[nH]c(=O)c(C(=O)NC3CCCCC3C)cc12 (configuration not stated)	-7	4	-4	1	0	-6	-0.4	-2	-4
CCN1CCN(c2ccc(NC(=O)c3ccc(C#N)cc3F)cc2Cl)CC1	8	2	0	4	0	2	-0.6	3	-2
O=C(c1cc([N+](=O)[O-])ccc1N1CCCCC1)N1CCCCC1	0	0	38*	1	-3	-5	-0.5	9	1
Cc1nn(C)c(Cl)c1/C=N/OC(=O)c1ccccc1	1	3	4	-2	0	0	-1.4	0	1
CCCn1c(N)c(N(CCOC)C(=O)c2ccc([N+](=O)[O-])c(C)c2)c(=O)[nH]c1=O	3	-5	1	-26	1	-3	4.2	3	-10
COc1ccccc1NC(=O)c1oc2ccccc2c1NC(=O)c1cc(OC)c(OC)c(OC)c1	6	-4	-8	-2	4	-12	1.3	0	-4
O=C1CC(c2cccc(Cl)c2)Cc2nc(N3CCN(c4ccccc4)CC3)ncc21 (configuration not stated)	10	4	4	0	2	-2	1.2	-8	1
COc1ccc(C2C(C#N)=C(N)OC3=C2C(=O)CC(C)(C)C3)cc1OC (configuration not stated)	2	6	0	-3	-7	2	1.3	8	-5
CCOc1cc(C(=S)N2CCOCC2)ccc1OC(=O)/C=C/c1ccc(OC)c(OC)c1	3	6	-8	3	-1	0	-0.1	2	-3
Cc1nc2cc(C(=O)OCC(=O)N(CC(C)C)C3CCS(=O)(=O)C3)ccc2n1-c1ccccc1 (configuration not stated)	0	1	3	-6	2	-3	3.0	-7	-5
CCn1c(SC)nnc1-c1c[nH]c2ccccc12	8	-7	0	-13	0	4	2.5	1	-4
C=C(C)CNc1cc(S(=O)(=O)N2CCOCC2)ccc1Oc1ccccc1	3	0	x	2	x	-4	x	x	9
Cc1ccc(CN2C(=O)[C@H]3Cc4c([nH]c5ccccc45)C(C)(C)N3C2=O)cc1	2	-2	-5	-3	1	3	-2.2	-2	2

# Later entries
structure	GLD-1 RNA inh	BCLXL inh	Fam108B inh	MCL1 BIM primary	TPT1 inh	PAD4 inh	MEX-5 binding	GSTO1 counter	PME-1 inh
Cc1c(Br)c([N+](=O)[O-])nn1CC(=O)NCCc1c[nH]c2ccccc12	-3	0	0	1	0	1	0.5	-9	5
O=C(c1cc(Cl)c(=O)n(Cc2ccc(Cl)cc2)c1)N1CCOCC1	8	-3	-1	-1	1	1	-0.1	-2	4
COc1ccc(/C=C/C(=O)NC(=S)Nc2ccc(N3CCN(C(C)=O)CC3)cc2)cc1	-4	0	3	1	-2	-3	-1.8	9	17
Cc1cccc(CC(=O)N2CCC(n3nccc3NC(=O)C3CC3)CC2)c1	-8	-3	-1	-2	1	3	-0.3	10	-5
CCN(CC(=O)Nc1ccc(NC(C)=O)cc1)C(=O)/C=C/c1cn(Cc2ccccc2)nc1-c1cccnc1	-1	-11	1	-15	0	-5	-6.5	-2	2
O=C(NC12CC3CC(CC(C3)C1)C2)c1cccnc1	4	2	-3	9	0	-1	0.5	4	-1
Cc1cc(C)n(C(=O)CNc2ccccc2Cl)n1	-3	3	-1	5	-4	-2	-0.7	6	3
COc1ccccc1OCC(=O)Nc1sc2c(c1C(=O)NCC1CCCO1)CCC2 (configuration not stated)	5	3	1	-10	2	6	0.2	-8	6
Cc1cc(C(=O)CN2C(=O)C(=O)N(CC(C)C)C2=O)c(C)n1C1CC1	0	5	x	5	x	1	x	x	4
COCCCN1C(=O)C(=O)/C(=C(/O)c2ccc(OC(C)C)c(C)c2)C1c1ccncc1 (configuration not stated)	2	3	1	-3	-1	-2	-2.8	2	0
COc1ccccc1NS(=O)(=O)c1cccc(NC(=O)C2CC(=O)N(Cc3ccccc3)C2)c1 (configuration not stated)	6	-1	-1	0	4	1	-2.5	-4	19
COCCNC(=O)C1c2cc(OC)c(OC)cc2C(=O)N(C)C1c1cccnc1 (configuration not stated)	2	-1	2	-3	-2	-7	2.2	6	3
CC(C)CCNC(=O)c1ccc2c(Cl)c3c(nc2c1)CCC3	5	-5	-3	0	6	0	-0.3	2	2
O=C(NNC1=NS(=O)(=O)c2ccccc21)c1ccccc1Cl	0	1	-1	1	-4	-7	-0.8	-1	4
O=C(NCc1ccncc1)c1ccccc1Nc1ccc(SC(F)F)cc1	6	3	2	-3	-3	0	0.3	1	3
Cc1cccc(NC(=S)NC(NC(=O)c2ccco2)C(Cl)(Cl)Cl)c1 (configuration not stated)	-1	2	-5	2	2	0	-1.4	-6	-1
CC(C)C[C@@H](C(=O)O)N(Cc1cccc(CN([C@@H](CC(C)C)C(=O)O)S(C)(=O)=O)c1)S(C)(=O)=O	2	9	-3	9	0	4	0.0	8	-11
COc1ccc(C2c3[nH]c4ccccc4c3C[C@H]3C(=O)N(C4CCN(Cc5ccccc5)CC4)CC(=O)N23)cc1OC (some centres not stated)	-3	7	-1	-2	1	3	-1.8	-1	-1
Cc1ccc(/C=N/NC(=O)Cc2cccn2C)cc1	-11	5	2	3	3	-6	0.6	-5	0
CCc1cc(=O)oc2cc(OC(C)C(=O)NCc3ccccn3)ccc12 (configuration not stated)	-3	3	2	-4	3	-9	0.0	1	3

# (continued)
structure	GLD-1 RNA inh	BCLXL inh	Fam108B inh	MCL1 BIM primary	TPT1 inh	PAD4 inh	MEX-5 binding	GSTO1 counter	PME-1 inh
Clc1cccc(-c2nn3c(Cn4cnc5ccccc54)nnc3s2)c1	0	-4	-1	2	-2	-4	1.3	1	1
COc1cccc(/C=C2\Oc3cc(OCC(=O)N4CCC[C@H]4C(=O)O)ccc3C2=O)c1	7	8	-3	0	5	-1	-3.9	-13	-2
O=C(COC(=O)c1ccccc1NCc1ccco1)Nc1ccc2c(c1)OCO2	-3	4	-5	4	-4	-5	-0.9	5	3
CC(/C=C/c1ccco1)=N/NC(=O)c1ccc(C)nc1	0	2	4	6	1	-2	0.3	1	-4
CCOc1c(CNc2nnnn2C)cccc1OC	-2	2	-2	2	-1	-2	-1.0	6	-7
CN(C)C(=O)c1cc(C(=O)Cc2ccccc2)c[nH]1	2	1	-3	7	-8	-1	2.8	-4	0
Cc1cccc(S(=O)(=O)c2c(N)n(/N=C/c3cccnc3)c3nc4ccccc4nc23)c1	-4	9	-7	1	33*	-5	0.3	-3	7
O=C(NCCc1ccccc1)C(=O)c1c(-c2ccccc2)cc2ccccn12	-1	2	1	4	1	1	0.6	4	6
CCn1c(CC(=O)Nc2ccccc2F)nnc1SCC(=O)NC1CCCC1	0	-6	3	-1	1	2	0.5	7	7
CC(c1ccccc1)C1C(C#N)=C(N)OC2=C1C(=O)CCC2 (configuration not stated)	-7	7	0	8	-5	-2	x	2	-6
COCCN(CCOC)C(=O)CC(=O)N(CCOC)CCOC	-4	-6	1	-7	5	-1	1.5	1	-6
COC(=O)c1ccc(S(=O)(=O)N2CCCCCC2)cc1	-4	-1	3	2	-2	-1	x	-2	0
CN1CCN(S(=O)(=O)c2cccc(C(=O)Oc3cccc(Br)c3)c2)CC1	0	-3	0	-3	0	1	1.6	-2	-5
O=C(N/N=C/C=C/c1ccccc1)c1cccnc1	0	1	6	-3	2	9	-2.5	3	8
COc1cc(C2C(C#N)=C(N)Oc3cc(C)oc(=O)c32)cc2c1OCO2 (configuration not stated)	-4	12	1	2	0	1	-2.0	21	0
CCSc1nc2ccccc2c(=O)n1OCC(=O)OC	3	6	2	3	-2	1	1.3	0	1
CC1(C)C2CC=C(/C=N/NC(=S)NCCc3ccccc3)C1C2 (configuration not stated)	6	0	-5	3	1	-2	1.3	1	-7
CCS(=O)(=O)N1Cc2ccccc2CC1C(=O)Nc1ccc(C)cc1 (configuration not stated)	-3	2	-1	-10	-7	-5	-1.4	1	-5
COc1ccc(NC(=O)CN(C)C(=O)c2cc(-c3ccco3)nc3ccccc23)cc1	6	8	3	35	10	-7	2.0	37*	-6
Cc1ccc(C)n1NC(=O)c1ccc([N+](=O)[O-])cc1	0	5	2	6	-2	-3	-0.6	0	4

# Other records follow.
structure	GLD-1 RNA inh	BCLXL inh	Fam108B inh	MCL1 BIM primary	TPT1 inh	PAD4 inh	MEX-5 binding	GSTO1 counter	PME-1 inh
Cc1nnc(SCCCOc2ccccc2)nc1C	2	1	1	6	-1	5	-0.2	-4	1
O=C(Cc1cccs1)N1CCN(S(=O)(=O)c2ccc(Cl)c(C(F)(F)F)c2)CC1	-3	-8	x	-13	x	-1	x	x	1
CCOC(=O)C1=C(C)N(CCCC(=O)O)C(=O)NC1c1ccc2ccccc2c1 (configuration not stated)	2	2	0	-7	0	1	1.4	-1	2
CC(=O)c1ccc(NC(=O)c2noc(C(C)C)c2[N+](=O)[O-])cc1	4	5	1	3	0	-1	-2.2	4	4
CCCOc1ccc(NC(=O)C2CC(=O)N3CCCN=C3S2)cc1 (configuration not stated)	9	5	6	12	0	1	2.4	11	-2
CCCOc1cc(C)c(S(=O)(=O)NCCOC)cc1C	13	-1	1	2	5	-7	0.2	-1	-2
CCCN(CC(=O)Nc1ccccc1OC)C(=O)c1cc(-c2cccs2)nn1-c1ccccc1	1	-11	-1	-19	4	4	2.7	2	5
CCn1c(CSc2nncn2-c2ccc(OC)cc2)nc2cc(S(=O)(=O)N(C)C)ccc21	10	-1	2	3	0	0	-1.8	-1	9
COCCNC(=O)COc1ccc(N(C)S(=O)(=O)c2ccc3ccccc3c2)cc1	-5	2	2	0	-2	-1	-1.6	1	-6
Cc1ccccc1S(=O)(=O)Cc1ccc(C(=O)NCc2cccnc2)o1	4	6	0	1	-4	-2	1.0	1	-5
CC(C)Oc1cc(C(=O)NC2CCCCC2)c2ccccc2n1	1	-2	0	0	1	-3	1.3	-2	1
CCCNC(=O)C(Cc1ccccc1)NS(=O)(=O)c1ccc2c(c1)c(=O)n(C)c(=O)n2C (configuration not stated)	3	5	5	4	-3	-1	3.4	2	1
CC(C)(C)OC(=O)NCCCC[C@H](NC(=O)c1nc[nH]c1C(=O)NC1CCN(C(=O)OC(C)(C)C)CC1)C(=O)OC(C)(C)C	5	3	0	1	-1	-3	0.7	-3	16
CCC(=O)NC(=S)Nc1ccc(NC(=O)COc2ccc(Cl)c(C)c2)cc1	0	0	-13	-2	0	-3	-3.3	-2	-21
O=c1c2oc3ccccc3c2ncn1Cc1ccc(F)cc1	-2	2	-5	-1	1	-6	0.0	-13	3
CCCCC1=CC2=CC(=O)C(C)(OC(=O)CC)C(=O)C2=CN1c1ccccc1 (configuration not stated)	10	12	5	12	2	-8	-2.9	18	3
O=C(c1csc2c1CCCCC2)N1CCN(c2ncccn2)CC1	6	7	-5	11	-2	1	-0.4	1	4

# Some of the compounds tested, so the mix of outcomes need not match the whole.
